Assay outcomes from PubChem BioAssay.
BoNT-F LC inh: BoNT F light chain protease inhibition | AID 588497 | Multiplex microsphere protease cleavage assay, flow cytometry | hit rate 0.22% among 360,000 | inhibition, % at 10 µM; in the data active means inhibition above about 35%, passing the limit was not always enough; inconclusive means no clear call, values can overlap the other calls; further: plate controls were buffer without enzyme for full effect and enzyme alone for no effect
Mtb BioA inh: blocks M. tuberculosis BioA enzyme activity; inhibition, % at 9.99 µM; hit rate 0.096% among 360,000; purified M. tuberculosis BioA enzyme, plate reader; AID 602481; in the data active means inhibition above about 40%; inconclusive means no clear call, values can overlap the other calls
MazEF act: activators of E. coli MazEF toxin-antitoxin RNase; P0AE70; FAM/BHQ RNA-DNA oligo cleavage fluorescence, 5 h; activation, % at 20 µM; hit rate 0.32% among 350,000; AID 504720; in the data active means activation above about 50%
Target sequence (P0AE70 whole entry, looked up): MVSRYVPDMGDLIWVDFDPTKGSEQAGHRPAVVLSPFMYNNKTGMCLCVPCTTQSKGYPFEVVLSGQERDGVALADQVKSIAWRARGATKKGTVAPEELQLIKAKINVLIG
UGM FP inh: Mtb UDP-galactopyranose mutase inhibition; P9WIQ1; hit rate 0.06% among 320,000; inhibition, % at 10 µM; purified UGM, fluorescence polarization probe displacement; in the data active means inhibition above about 10%, passing the limit was not always enough; inconclusive means no clear call, values can overlap the other calls
Target sequence (P9WIQ1 whole entry, looked up): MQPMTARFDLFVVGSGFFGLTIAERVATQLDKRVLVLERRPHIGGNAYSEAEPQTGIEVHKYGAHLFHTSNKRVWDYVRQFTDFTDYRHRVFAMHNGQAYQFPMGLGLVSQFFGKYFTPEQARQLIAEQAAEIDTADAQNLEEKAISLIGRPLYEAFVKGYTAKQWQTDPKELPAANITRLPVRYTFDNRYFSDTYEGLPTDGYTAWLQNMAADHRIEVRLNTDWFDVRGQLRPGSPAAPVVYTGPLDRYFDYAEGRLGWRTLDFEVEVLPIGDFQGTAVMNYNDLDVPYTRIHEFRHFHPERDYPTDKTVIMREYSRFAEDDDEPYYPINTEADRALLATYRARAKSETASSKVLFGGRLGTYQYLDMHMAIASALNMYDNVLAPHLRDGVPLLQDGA
PrPC surface inh: cell surface PrPC inhibition, primary TR-FRET screen. TR-FRET read-out. inhibition, % at 13.8 µM. hit rate 0.43% among 370,000. AID 720596; in the data active means inhibition above about 24%; further: 0% = median of the test wells and 100% = reference compound wells
FadD28 binding: blocks FadD28 binding to the bisubstrate probe. inhibition, % at 12.5 µM. fluorescence polarization. hit rate 0.22% among 360,000; in the data active means inhibition above about 8.5%, passing the limit was not always enough; inconclusive means no clear call, values can overlap the other calls
GDH-TPI counter: inhibits GDH-TPI coupling enzymes, artifact for Mtb FBA screen; hit rate 1.2% among 360,000; inhibition, % at 4.8 µM; GDH-TPI coupled enzyme counterscreen, NADH absorbance; AID 588335; in the data active means inhibition above about 30%;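 further: 0% = DMSO wells and 100% = wells lacking the enzyme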
Mtb FBA inh: inhibitors of M. tuberculosis fructose-bisphosphate aldolase; P9WQA3; purified M. tuberculosis FBA, fluorescence read-out; inhibition, % at 1 µM; hit rate 2.3% among 360,000; in the data active means inhibition above about 27%;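 further: 0% = vehicle and 100% = reference inhibitor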
Target sequence (P9WQA3 whole entry, looked up): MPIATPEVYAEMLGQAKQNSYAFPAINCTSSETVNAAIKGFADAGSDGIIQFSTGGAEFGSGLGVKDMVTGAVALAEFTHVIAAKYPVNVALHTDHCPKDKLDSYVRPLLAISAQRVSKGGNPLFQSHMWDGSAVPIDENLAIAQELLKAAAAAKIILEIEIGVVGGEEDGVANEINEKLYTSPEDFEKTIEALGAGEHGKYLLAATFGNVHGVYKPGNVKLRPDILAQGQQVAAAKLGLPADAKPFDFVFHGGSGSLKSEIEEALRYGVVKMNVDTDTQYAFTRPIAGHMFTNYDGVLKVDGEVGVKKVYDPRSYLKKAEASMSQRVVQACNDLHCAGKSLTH
Rv3671c inh: inhibitors of M. tuberculosis serine protease Rv3671c; hit rate 0.048% among 320,000; inhibition, % at 5.96 µM; AID 2606; P9WHR9; in the data active means inhibition above about 38%;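 further: extracellular domain of Rv3671c used as enzyme; 0% = enzyme with DMSO and 100% = no enzyme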
* marks the source's active call; other numbers are inactive results; ? = inconclusive; . = not tested or not shown.

SMILES | BoNT-F LC inh | Mtb BioA inh | MazEF act | UGM FP inh | PrPC surface inh | FadD28 binding | GDH-TPI counter | Mtb FBA inh | Rv3671c inh
O=C(OCC(=O)c1ccc[nH]1)c1ccc([N+](=O)[O-])cc1 | -5 | 0.7 | 8 | 3.8 | -14 | -2.6 | -3 | 0 | -2
O=C(O)CCCC(=O)Nc1ccccc1C(=O)N1CCCC1 | 11 | 0.2 | 9 | 0.2 | -6 | -1.4 | 7 | 3 | 6
CCOC(=O)N1CCN(C(=O)C2CCN(c3ncnc4c3sc3cccc(F)c34)CC2)CC1 | -5 | . | -2 | -0.1 | 11 | -5.6 | 18 | 0 | -11
Fc1ccc(-c2oncc2-c2nnnn2-c2ccccc2)cc1F | 25 | 0.7 | -6 | -1.3 | 5 | -5.5 | 7 | 0 | -18
Cc1ccccc1CN1CCC(C(=O)Nc2ccc(Oc3cccnc3)cc2)CC1 | -8 | 0.3 | 11 | -0.1 | -4 | -0.2 | 0 | -1 | 1
O=C(NCc1ccccc1Cl)c1ccc2c(c1)OCO2 | -4 | 2.4 | 6 | 0.8 | 8 | -1.0 | 8 | 0 | -5
COc1cccc(NC(=O)CCc2nc(-c3ccccc3F)no2)c1 | -4 | 7.1 | 0 | -0.9 | 9 | -2.3 | 8 | 3 | -3
CCCc1ccc(S(=O)(=O)Nc2ccc(C)c(NS(C)(=O)=O)c2)cc1 | ? | 1.1 | 5 | -3.0 | 1 | -2.9 | -11 | 1 | 0
CC1=C(C(=O)OCc2ccccc2)C(c2ccccc2OC(F)F)NC(=O)N1 (stereo unspecified) | -10 | 3.3 | 6 | 0.2 | 12 | -2.1 | 11 | 1 | 5
O=C(COC(=O)c1cc2ccccc2cc1O)NC(=O)NCc1ccco1 | -4 | . | 1 | -2.3 | 3 | -0.7 | 0 | 9 | -8

Reprinted from the part before: 2 entries; new compounds follow.
SMILES | BoNT-F LC inh | Mtb BioA inh | MazEF act | UGM FP inh | PrPC surface inh | FadD28 binding | GDH-TPI counter | Mtb FBA inh | Rv3671c inh
CC1=C(C(=O)OCc2ccccc2)C(c2ccccc2OC(F)F)NC(=O)N1 (stereo unspecified) | -10 | 3.3 | 6 | 0.2 | 12 | -2.1 | 11 | 1 | 5
O=C(COC(=O)c1cc2ccccc2cc1O)NC(=O)NCc1ccco1 | -4 | . | 1 | -2.3 | 3 | -0.7 | 0 | 9 | -8
Nc1nc(N)c2cc(CNc3ccc(Cl)c(Cl)c3)ccc2n1 | -19 | 6.8 | -21 | . | -20 | -21 | 2 | 1 | .
NC(=O)COC(=O)c1cc([N+](=O)[O-])ccc1NCCO | 0 | -1.6 | 7 | -2.5 | -17 | -1.8 | 26 | 1 | 7
NNC(=O)CNC(=O)c1cccc(Br)c1 | 8 | 5.2 | 0 | 1.2 | -8 | -1.3 | -4 | 4 | 3
Cc1cc(C)nc(SCc2nnc(SCC(=O)Nc3ccc(Cl)c(C(F)(F)F)c3)o2)n1 | -14 | 1.7 | -8 | 0.1 | -4 | -7.1 | -7 | 3 | 3
COc1cc2c(C(=O)O)c(C)n(CC(C)C)c2c2ccccc12 | -10 | . | 19 | . | -2 | 2.0 | 15 | 20 | .
COCCNC(=O)CSc1nccn1Cc1ccc2c(c1)OCO2 | 1 | . | -4 | -0.3 | 8 | -2.8 | 11 | 5 | -3
O=C(CCCN1C(=O)/C(=C/c2ccccc2)SC1=S)Nc1ccc(O)cc1 | -1 | . | -5 | 1.6 | -3 | -1.4 | 5 | 3 | -7
NC(=O)c1ccc(NS(=O)(=O)c2ccc(Br)s2)cc1 | -10 | -2.2 | 4 | -0.3 | 3 | 0.8 | -2 | 4 | -7
COc1ccc(/C=C(\C#N)C(=O)ONC2=NCCCCC2)cc1 | -6 | . | 4 | 1.0 | 1 | -2.3 | 4 | 2 | 2
COc1cccc(NC(=O)CN(c2cccc(F)c2)S(C)(=O)=O)c1 | 2 | 0.2 | 1 | 1.2 | 7 | -1.5 | 7 | -1 | 6
Cc1c(O)ccc(C(=O)CN2C(=O)c3ccccc3C2=O)c1O | -23 | 15 | 10 | -0.1 | -2 | -4.8 | 25 | 0 | -10
CCCOc1ccc(-c2nc[nH]c2[N+](=O)[O-])cc1 | 1 | . | -2 | -2.3 | 1 | -2.4 | -3 | -2 | 3
Cc1cccc(C)c1C(=O)N[C@@H](Cc1ccccc1)C(=O)O | 5 | -1.3 | 9 | -0.9 | 4 | -2.0 | 12 | 4 | -16
O=C(CN1C(=O)NC2(CCCC2)C1=O)Nc1ccc(F)c(Cl)c1 | 7 | -0.9 | -8 | 0.4 | 6 | -2.9 | 2 | 0 | 2
Cc1ccc(-n2c(C)c3c(C)nnc(C)c3c2C)cc1N | -7 | 0.6 | 7 | 2.1 | -2 | -1.1 | -1 | 3 | 3
COc1ccccc1N1CC(C(=O)NCCN2C(=O)S/C(=C\c3cccnc3)C2=O)CC1=O (stereo unspecified) | -8 | 4.6 | 4 | -1.5 | -10 | -2.9 | 18 | -2 | -10
Cc1cc2ccccn2c1C(=O)c1ccc(Cl)c([N+](=O)[O-])c1 | -6 | . | 6 | -0.2 | 3 | -2.1 | 9 | -2 | -7
COc1ccc(NC(=O)NNC(=O)COc2ccc(Cl)cc2C)cc1OC | -12 | 0.6 | -5 | -1.8 | 6 | -3.5 | 0 | 0 | 15
Cc1occc1C(=O)NNC(=O)c1ccccc1C(=O)O | 1 | 1.2 | -7 | -0.7 | -3 | -3.4 | -5 | 3 | -8
COc1ccc(CC(=O)NCc2cccc(Cl)c2)cc1S(=O)(=O)N1CCOCC1 | 1 | -0.9 | -12 | . | 1 | -2.4 | 3 | 0 | .
C[C@H](NC(=O)COc1ccc(Cl)cc1)C(=O)N1CCC2(CC1)NCCc1[nH]cnc12 | 1 | -1.0 | 0 | -1.8 | 2 | -3.2 | 0 | 1 | -6
Cc1ccc(-c2c(NC(=O)c3ccco3)oc3ccccc3c2=O)cc1 | 11 | 0.5 | -5 | 1.7 | -17 | -1.2 | 27 | 2 | -2
O=C(Nc1cccc(F)c1)[C@@H]1CCCN1 | -10 | 2.1 | 7 | 1.6 | -2 | -1.1 | -8 | 5 | -1
CN=C(NC)SC1CC(=O)N(c2ccccc2)C1=O (stereo unspecified) | 0 | 0.8 | -4 | 1.7 | 1 | -2.3 | -1 | -1 | 4
CCCCCCN1C[C@@H](O)[C@H](n2cc(COC(=O)c3ccccc3)nn2)C[C@@H]1c1ccccc1 | -2 | -1.6 | 1 | . | 0 | -3.3 | -6 | -2 | .
Cc1ccccc1NC(=S)NN1CCN(C)CC1 | 3 | -4.5 | 2 | 2.9 | 0 | 0.2 | 7 | -2 | 0
Cc1ccc(CSc2ccc(-c3ccc4c(c3)OCO4)nn2)cc1 | -30 | . | -9 | 1.3 | 0 | -0.7 | 12 | 1 | -7
CSCc1cc(N2CCCC2)nc(-c2ccccc2)n1 | -4 | . | -11 | -1.1 | 9 | 0.5 | 3 | 0 | 10
C=CCN1C(=O)/C(=C\c2ccco2)C(C(=O)OC)=C1C | -3 | . | 3 | 0.4 | -8 | -0.2 | 3 | -1 | -5
COc1ccc(CN2CCC(N3CC(C)OC(C)C3)CC2)c(OC)c1OC (stereo unspecified) | 4 | -2.0 | 9 | 0.1 | -9 | -1.8 | 13 | 1 | -3
O=C1N[C@H](Cc2ccccc2)COC(=O)[C@@H](Cc2ccc(F)cc2)C/C=C\C[C@H]1CC(=O)N(CCO)Cc1ccccc1 | -11 | -0.2 | -5 | -1.1 | -7 | -1.0 | 3 | -1 | 2
CC1=NN(c2ccccc2)C(=O)C1C(=O)c1ccc([N+](=O)[O-])cc1 (stereo unspecified) | 0 | . | 3 | -1.3 | -21 | -0.7 | 2 | -3 | -9
O=C(Cc1cccc2ccccc12)N/N=C/c1ccc(F)cc1 | -14 | -0.3 | 2 | -2.2 | 3 | -3.3 | 8 | -5 | -1
CC(NC(=O)C1CC=CCC1C(=O)O)C1CC2CCC1C2 (stereo unspecified) | -8 | 1.4 | -11 | -0.4 | -9 | -2.9 | -5 | -10 | -1
COc1ccccc1-c1ccc([C@@H]2C[C@H]3[C@@H](CN2)CON3C)cc1 | 2 | -0.9 | -1 | . | 8 | -1.4 | 8 | 4 | .
Nc1c(C(=O)Nc2cccc(C(=O)O)c2)sc2nc3c(cc12)CCCC3 | -1 | 2.1 | 5 | -1.1 | -1 | -2.1 | 8 | -1 | -9
C=CCNC(=S)NC(=O)c1ccc(C)c(Br)c1 | -1 | . | -5 | 1.9 | 7 | -3.5 | -13 | -5 | 3
CCOC(=O)c1ccccc1NC(=O)COC(=O)c1ccccc1C(=O)N(C)c1ccccc1 | ? | 1.3 | 0 | -1.2 | -3 | -3.4 | 2 | 7 | -3
COc1ccc(CCNC(=O)CCCOc2ccc(C)cc2)cc1OC | -3 | -1.7 | -3 | -2.0 | -3 | -0.9 | 2 | 1 | 11
COc1ccc(-n2c(=S)[nH]c3cc(C(=O)NCCCN4CCCC4=O)ccc3c2=O)cc1 | 22 | 0.0 | 10 | 0.1 | 4 | -0.6 | 4 | 2 | 1
CCN1C(=O)[C@H]2[C@@H](c3ccc(-c4ccc(C(C)=O)cc4)c(OC)c3)N3CCCC[C@@]3(C(=O)OC)[C@H]2C1=O | -13 | 0.1 | 5 | 2.9 | -5 | -0.9 | 8 | 0 | -2
Cc1ccc(SCC(=O)NNC(=O)CCS(=O)(=O)c2ccccc2)cc1 | -5 | -2.6 | 12 | 3.1 | -9 | 1.2 | 8 | -1 | -6
COc1cc(/C=C/CNC[C@H]2O[C@@H](n3ccc(=O)[nH]c3=O)[C@H](O)[C@@H]2O)ccc1O | -4 | -1.4 | 11 | . | 7 | -3.1 | -3 | -1 | .
O=C(COc1cc(Cl)c(Cl)cc1Cl)N1CCN(c2ccccn2)CC1 | 0 | . | -6 | -0.3 | -1 | -4.4 | 1 | -1 | 2
Cc1ccc(S(=O)(=O)Nc2c(C(=O)O)[nH]c3ccccc23)cc1C | -4 | 1.0 | -2 | 1.1 | -1 | 0.7 | -1 | 0 | 6
CCOc1ccc(C(=O)NC(=S)Nc2ccccn2)cc1[N+](=O)[O-] | -10 | 5.0 | 6 | 2.3 | -1 | 0.0 | 7 | 3 | -5
Cc1ccc(S(=O)(=O)N2CCCCC2C(=O)N2CCN(c3ccccc3F)CC2)cc1 (stereo unspecified) | -4 | . | -8 | 1.5 | -1 | -2.6 | 10 | 0 | -8
O=C(NCC(=O)N1CCN(c2ccccc2)CC1)c1ccccc1 | 16 | -1.2 | 0 | -2.8 | 1 | -0.2 | 0 | -2 | 1
COc1ccc(NC(=O)NNc2cc(N3CCOCC3)nc(N3CCOCC3)n2)cc1 | 2 | . | -6 | 4.0 | -5 | -0.9 | 0 | 2 | -11
CC(=O)Nc1ccc(Br)cc1C(=O)C(=O)O | -2 | . | 11 | -1.0 | -10 | -1.0 | 7 | -1 | 3

Look-ups from the results shown.
In GDH-TPI counter, COc1cc(/C=C/CNC[C@H]2O[C@@H](n3ccc(=O)[nH]c3=O)[C@H](O)[C@@H]2O)ccc1O shows -3
In FadD28 binding, O=C(NCC(=O)N1CCN(c2ccccc2)CC1)c1ccccc1 shows -0.2
In MazEF act, COc1ccc(NC(=O)NNc2cc(N3CCOCC3)nc(N3CCOCC3)n2)cc1 shows -6
In Mtb BioA inh, Cc1ccc(S(=O)(=O)Nc2c(C(=O)O)[nH]c3ccccc23)cc1C shows 1.0
In Rv3671c inh, CCOc1ccc(C(=O)NC(=S)Nc2ccccn2)cc1[N+](=O)[O-] shows -5

Remaining list, next part:
SMILES | BoNT-F LC inh | Mtb BioA inh | MazEF act | UGM FP inh | PrPC surface inh | FadD28 binding | GDH-TPI counter | Mtb FBA inh | Rv3671c inh
O=C(CN1CCC(O)(c2ccc3c(c2)OCO3)CC1)OC1CCCCC1 | 5 | 0.8 | 1 | 0.4 | -4 | -4.1 | 5 | 3 | -5
COc1ccccc1N1CCN(S(=O)(=O)c2c[nH]c(=O)[nH]c2=O)CC1 | . | -0.6 | -9 | 0.1 | -7 | -2.5 | 1 | -1 | -3
CCOC(=O)c1sc2nc(C3CC3)cc(-c3ccc(OC)cc3)c2c1N | -11 | -1.0 | -13 | 0.8 | 5 | -0.9 | -1 | 10 | -11
Cc1ccc(C)c(NC(=S)N2CCC(NC(=O)C3CCCCC3)CC2)c1 | -7 | -0.9 | 5 | 1.6 | 8 | -0.7 | -8 | 1 | -1
COC(=O)COc1cccc(/C=N/NC(=O)CCSc2ccccc2)c1 | -7 | . | -21 | -0.6 | 7 | -0.8 | -1 | 0 | 8
